Screening results: PubChem BioAssay, several laboratories
MRP reversal: MRP-mediated drug resistance reversal. H69AR cells + 2 uM doxorubicin, CellTiter-Glo, 72 h. differential viability (reversal), % at 10 µM. 0.04% of 85,000 active. AID 602;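 active means viability drop by adding the cancer drug above about 55%, with treated viability meeting a 40% cutoff, limit read from the data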;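 further: viability without doxorubicin minus viability with 2 µM doxorubicin for each compound; larger differential means the compound sensitizes cells more to doxorubicin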
IL1B NFkB pot: enhances IL-1B driven NFkB nuclear translocation. AID 819. activation, % at 2 µM. 0.3% of 94,000 active. HUVEC IL-1B NFkB p65 nuclear translocation imaging;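 active means activation above 40%, about the mean plus 3 SD, also judged a hit on visual image review; inconclusive means activation above 40% but not a hit on visual review; inactive means activation not above 40% and no visual hit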;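 further: percent activation is computed from the nuclear over cytoplasmic p65 intensity ratio; values of inactives mirror those of a sister screen read the other way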
PLAP inhibition: inhibition of human placental alkaline phosphatase – biochemical, luminescence, HTS (AID 690); purified PLAP, luminescent substrate; higher % means a stronger effect; one-dose inhibition, % at 20 µM; IC50 in µM for titrated hits; 0.08% of 96,000 active; in the data active means a potency from the dose series; inactive means the rest, 99 in 100 with inhibition below about 30%; further: strong numbers were not always called active
IL1B NFkB inh: blocks IL-1B driven NFkB nuclear translocation in HUVEC cells; HUVEC IL-1B NFkB p65 nuclear translocation imaging; inhibition, % at 2 µM; 0.43% of 94,000 active;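 active means inhibition above about 30% together with a positive call from visual inspection of the well image, limit read from the data; inconclusive means inhibition above a set limit but visual check negative; inactive means inhibition not above a set limit, visual check negative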;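 further: nuclear over cytoplasmic p65 intensity ratio measured by imaging; 0% = IL-1B stimulated DMSO wells and 100% = unstimulated DMSO wells; values of inactives mirror those of a sister screen read the other way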
Bcl-B TR3 displacers: displacers of TR3 peptide from Bcl-B, primary screen, selectivity assay for Bfl-1 inhibitor project, biochemical, fluorescence polarization; FP displacement of FITC-TR3 peptide from Bcl-B; higher % means a stronger effect; displacement, % at 20 µM; hits with a dose series show IC50 in µM; 0.11% of 96,000 active; AID 748;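 active means displacement above 50% at 20 µM plus a fluorescence interference ratio under 1.5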;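 further: plate controls were wells without compound for no effect and wells lacking Bcl-B protein for full effect; a part of the inactive calls stands beside numbers as strong as those of hits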
MRP reversal cytotoxicity: second read-out of MRP reversal, no call of its own (marks repeat the call); viability, %; H69AR cells, CellTiter-Glo, 72 h; measured here: cytotoxicity without doxorubicin
MRP reversal with doxorubicin: also measured in MRP reversal; calls as there; viability, %; measured here: viability with 2 uM doxorubicin; hits give low values
IL1B NFkB inh cell count 2 µM: further read-out of IL1B NFkB inh, marked with its call; cell count; measured here: cells passing quality filter;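 raw number of nuclei counted in each imaged well without normalization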
IL1B NFkB pot cell count 2 µM: further read-out of IL1B NFkB pot, marked with its call; cell count; measured here: cells passing quality filter
An asterisk follows results filed as active.

For CCOC(=O)C1CCCCN1Cc1ccc(C(F)(F)F)cc1 (configuration not stated) the results were MRP reversal -9, IL1B NFkB pot 2, PLAP inhibition -47%, IL1B NFkB inh -2, Bcl-B TR3 displacers -11%, MRP reversal cytotoxicity 88, MRP reversal with doxorubicin 96, IL1B NFkB inh cell count 2 µM 185 and IL1B NFkB pot cell count 2 µM 185.
CCc1ccccc1NC(=O)c1cnccn1 was read as MRP reversal 31, IL1B NFkB pot -5, IL1B NFkB inh 5, MRP reversal cytotoxicity 91, MRP reversal with doxorubicin 60, IL1B NFkB inh cell count 2 µM 130 and IL1B NFkB pot cell count 2 µM 130.
CCCn1c(SCC(=O)Nc2nnc(-c3ccccc3)s2)nnc1-c1ccccn1 was read as MRP reversal 16, IL1B NFkB pot -3, PLAP inhibition 23%, IL1B NFkB inh 3, Bcl-B TR3 displacers -12%, MRP reversal cytotoxicity 91, MRP reversal with doxorubicin 75, IL1B NFkB inh cell count 2 µM 124 and IL1B NFkB pot cell count 2 µM 124.
For CCN1C(=O)CSC1=NC12CC3CC(CC(C3)C1)C2 the results were MRP reversal 6, IL1B NFkB pot -1, PLAP inhibition -17%, IL1B NFkB inh 1, Bcl-B TR3 displacers -12%, MRP reversal cytotoxicity 89, MRP reversal with doxorubicin 83, IL1B NFkB inh cell count 2 µM 109 and IL1B NFkB pot cell count 2 µM 109.
`COc1ccccc1CNC(=O)C1CCN(c2nc3ccccc3o2)CC1` gave MRP reversal -10, IL1B NFkB pot -5, PLAP inhibition 8%, IL1B NFkB inh 5, Bcl-B TR3 displacers -15%, MRP reversal cytotoxicity 70, MRP reversal with doxorubicin 80, IL1B NFkB inh cell count 2 µM 115 and IL1B NFkB pot cell count 2 µM 115.
Screening CCc1c(C)nc(SCC(=O)c2cccs2)c(C#N)c1C returned MRP reversal -8, IL1B NFkB pot 3, PLAP inhibition 21%, IL1B NFkB inh -3, Bcl-B TR3 displacers 0%, MRP reversal cytotoxicity 52, MRP reversal with doxorubicin 60, IL1B NFkB inh cell count 2 µM 167 and IL1B NFkB pot cell count 2 µM 167.
`COc1ccc(C2Sc3nncn3N2Cc2ccc(C#N)cc2)cc1` (configuration not stated) gave MRP reversal 8, IL1B NFkB pot -12, PLAP inhibition -13%, IL1B NFkB inh 12, Bcl-B TR3 displacers 1%, MRP reversal cytotoxicity 90, MRP reversal with doxorubicin 82, IL1B NFkB inh cell count 2 µM 203 and IL1B NFkB pot cell count 2 µM 203.
Screening O=c1cc2c(nn1Cc1cccc(Cl)c1)-c1ccccc1CC2 returned MRP reversal 15, IL1B NFkB pot 0, PLAP inhibition -20%, IL1B NFkB inh -29, Bcl-B TR3 displacers -4%, MRP reversal cytotoxicity 95, MRP reversal with doxorubicin 79, IL1B NFkB inh cell count 2 µM 185 and IL1B NFkB pot cell count 2 µM 64.
O=C(N/N=C/c1ccc2c(c1)OCO2)/C(=C/c1ccc2c(c1)OCO2)NC(=O)c1ccccc1 was read as IL1B NFkB pot -2, PLAP inhibition 10%, IL1B NFkB inh 2, Bcl-B TR3 displacers 6%, IL1B NFkB inh cell count 2 µM 178 and IL1B NFkB pot cell count 2 µM 178.
Screening CN(C)c1ccc(P(=O)(OC2CCCCC2)C(O)c2cccnc2)cc1 (configuration not stated) returned MRP reversal 10, IL1B NFkB pot -4, PLAP inhibition -10%, IL1B NFkB inh 4, Bcl-B TR3 displacers 4%, MRP reversal cytotoxicity 92, MRP reversal with doxorubicin 82, IL1B NFkB inh cell count 2 µM 144 and IL1B NFkB pot cell count 2 µM 144.
Screening O=C(CSc1nc2ccccc2n1CCc1ccccc1)NC1CCS(=O)(=O)C1 (configuration not stated) returned MRP reversal 28, IL1B NFkB pot 12, PLAP inhibition -2%, IL1B NFkB inh -12, Bcl-B TR3 displacers -1%, MRP reversal cytotoxicity 100, MRP reversal with doxorubicin 72, IL1B NFkB inh cell count 2 µM 148 and IL1B NFkB pot cell count 2 µM 148.
CCOC(=O)c1c(C)n(C)c2ccc(OCC(O)Cn3nc(C)c(Br)c3C)cc12 (configuration not stated) was read as IL1B NFkB pot 3, IL1B NFkB inh -3, IL1B NFkB inh cell count 2 µM 136 and IL1B NFkB pot cell count 2 µM 136.
Screening O=C1/C(=C/c2cccnc2)Oc2cc(OS(=O)(=O)c3ccc(Cl)cc3)ccc21 returned MRP reversal 9, IL1B NFkB pot 20, PLAP inhibition -44%, IL1B NFkB inh -20, Bcl-B TR3 displacers -12%, MRP reversal cytotoxicity 87, MRP reversal with doxorubicin 78, IL1B NFkB inh cell count 2 µM 189 and IL1B NFkB pot cell count 2 µM 189.
`O=C(NCC1CCCO1)C1CCN(S(=O)(=O)c2cccnc2)CC1` (configuration not stated) gave MRP reversal -1, IL1B NFkB pot 9, PLAP inhibition -1%, IL1B NFkB inh -9, Bcl-B TR3 displacers 15%, MRP reversal cytotoxicity 95, MRP reversal with doxorubicin 96, IL1B NFkB inh cell count 2 µM 177 and IL1B NFkB pot cell count 2 µM 177.
Screening CCc1ccccc1N1CC23C=CC(O2)C(C(=O)O)C3C1=O (configuration not stated) returned MRP reversal 1, IL1B NFkB pot 19, PLAP inhibition -11%, IL1B NFkB inh -19, Bcl-B TR3 displacers 3%, MRP reversal cytotoxicity 91, MRP reversal with doxorubicin 90, IL1B NFkB inh cell count 2 µM 74 and IL1B NFkB pot cell count 2 µM 74.
Screening COc1ccc(OCC(=O)OCCN2C(=O)c3ccccc3C2=O)cc1 returned MRP reversal -5, IL1B NFkB pot 7, PLAP inhibition 9%, IL1B NFkB inh -7, Bcl-B TR3 displacers 21%, MRP reversal cytotoxicity 96, MRP reversal with doxorubicin 102, IL1B NFkB inh cell count 2 µM 174 and IL1B NFkB pot cell count 2 µM 174.
For CCC(C)(C)n1nnnc1C(CC(C)C)N1CCC(C(N)=O)CC1 (configuration not stated) the results were MRP reversal 2, PLAP inhibition -6%, Bcl-B TR3 displacers 0%, MRP reversal cytotoxicity 90 and MRP reversal with doxorubicin 88.
For Cc1cc(C(=O)OCC(=O)NC(=O)NC(C)(C)C)c(C)o1 the results were MRP reversal 8, IL1B NFkB pot 8, PLAP inhibition 4%, IL1B NFkB inh -8, Bcl-B TR3 displacers 3%, MRP reversal cytotoxicity 101, MRP reversal with doxorubicin 92, IL1B NFkB inh cell count 2 µM 211 and IL1B NFkB pot cell count 2 µM 211.
Cc1cc(C(=O)OCC(=O)Nc2ccccc2F)c(C)o1 was read as MRP reversal 16, IL1B NFkB pot -13, PLAP inhibition 21%, IL1B NFkB inh 13, Bcl-B TR3 displacers 1%, MRP reversal cytotoxicity 106, MRP reversal with doxorubicin 90, IL1B NFkB inh cell count 2 µM 152 and IL1B NFkB pot cell count 2 µM 152.
COCC(=O)OCn1nnc2ccccc2c1=O was read as MRP reversal -9, IL1B NFkB pot -1, PLAP inhibition 18%, IL1B NFkB inh 1, Bcl-B TR3 displacers -6%, MRP reversal cytotoxicity 96, MRP reversal with doxorubicin 105, IL1B NFkB inh cell count 2 µM 126 and IL1B NFkB pot cell count 2 µM 126.
`CCN1CCN(c2nc3sc4c(c3c3ncnn23)CC(C)CC4)CC1` (configuration not stated) gave MRP reversal -7, IL1B NFkB pot -1, PLAP inhibition -51%, IL1B NFkB inh 1, Bcl-B TR3 displacers 5%, MRP reversal cytotoxicity 84, MRP reversal with doxorubicin 91, IL1B NFkB inh cell count 2 µM 146 and IL1B NFkB pot cell count 2 µM 146.
For N=c1n(CCN2CCCCC2)c2ccccc2n1CC(O)c1cccc(Br)c1 (configuration not stated) the results were MRP reversal -21, IL1B NFkB pot -27, PLAP inhibition -98%, IL1B NFkB inh 27, Bcl-B TR3 displacers 7%, MRP reversal cytotoxicity 22, MRP reversal with doxorubicin 43, IL1B NFkB inh cell count 2 µM 118 and IL1B NFkB pot cell count 2 µM 118.
O=C(O)C1CSC(c2ccncc2)N1 (configuration not stated) was read as IL1B NFkB pot 3, PLAP inhibition -2%, IL1B NFkB inh -3, Bcl-B TR3 displacers -2%, IL1B NFkB inh cell count 2 µM 171 and IL1B NFkB pot cell count 2 µM 171.
For CCOC(=O)c1cnc(SCc2cccc(C)c2)nc1N the results were MRP reversal 12, IL1B NFkB pot 5, PLAP inhibition 14%, IL1B NFkB inh -5, Bcl-B TR3 displacers 1%, MRP reversal cytotoxicity 80, MRP reversal with doxorubicin 68, IL1B NFkB inh cell count 2 µM 158 and IL1B NFkB pot cell count 2 µM 158.
Screening CN1c2ccccc2C(C)(C)C12C=Cc1cc(O)ccc1O2 (configuration not stated) returned IL1B NFkB pot 23, PLAP inhibition 28%, IL1B NFkB inh -23, Bcl-B TR3 displacers -21%, IL1B NFkB inh cell count 2 µM 71 and IL1B NFkB pot cell count 2 µM 71.
Screening CC(C)CNC(=O)c1cccc(Cn2cc(Cl)cn2)c1 returned MRP reversal 17, IL1B NFkB pot -4, PLAP inhibition 8%, IL1B NFkB inh 4, Bcl-B TR3 displacers -2%, MRP reversal cytotoxicity 88, MRP reversal with doxorubicin 72, IL1B NFkB inh cell count 2 µM 109 and IL1B NFkB pot cell count 2 µM 109.
Screening CC(C)C(=O)N/N=C/c1ccc(OCc2ccccc2)cc1 returned IL1B NFkB pot -7, PLAP inhibition -4%, IL1B NFkB inh 7, Bcl-B TR3 displacers -2%, IL1B NFkB inh cell count 2 µM 123 and IL1B NFkB pot cell count 2 µM 123.
Screening CCC(=O)N1CCc2cc(S(=O)(=O)NC(C(=O)Nc3cccc(C)n3)C(C)C)ccc21 (configuration not stated) returned MRP reversal 13, IL1B NFkB pot inconclusive, PLAP inhibition -8%, IL1B NFkB inh -51, Bcl-B TR3 displacers 9%, MRP reversal cytotoxicity 95, MRP reversal with doxorubicin 82 and IL1B NFkB inh cell count 2 µM 128.
O=C(CN1C(=O)c2ccccc2S1(=O)=O)N1CCN(c2ccccc2)CC1 was read as MRP reversal -2, IL1B NFkB pot 4, PLAP inhibition -5%, IL1B NFkB inh -4, Bcl-B TR3 displacers -6%, MRP reversal cytotoxicity 97, MRP reversal with doxorubicin 99, IL1B NFkB inh cell count 2 µM 156 and IL1B NFkB pot cell count 2 µM 156.
Screening O=C(c1ccccc1/S(=N/S(=O)(=O)c1ccccc1)N1CCOCC1)N1CCOCC1 (configuration not stated) returned MRP reversal 7, IL1B NFkB pot -9, PLAP inhibition 15%, IL1B NFkB inh 9, Bcl-B TR3 displacers 0%, MRP reversal cytotoxicity 92, MRP reversal with doxorubicin 85, IL1B NFkB inh cell count 2 µM 139 and IL1B NFkB pot cell count 2 µM 139.
Cc1cc(C(=O)Cn2nnc3ccccc3c2=O)c(C)n1-c1c(C)n(C)n(-c2ccccc2)c1=O was read as MRP reversal 9, IL1B NFkB pot 1, PLAP inhibition -70%, IL1B NFkB inh -1, Bcl-B TR3 displacers 9%, MRP reversal cytotoxicity 83, MRP reversal with doxorubicin 75, IL1B NFkB inh cell count 2 µM 138 and IL1B NFkB pot cell count 2 µM 138.
CSc1nc(-c2ccc(C)cc2)[nH]c1S(=O)(=O)c1ccccc1 was read as MRP reversal -11, IL1B NFkB pot -10, PLAP inhibition -3%, IL1B NFkB inh 10, Bcl-B TR3 displacers -15%, MRP reversal cytotoxicity 82, MRP reversal with doxorubicin 93, IL1B NFkB inh cell count 2 µM 150 and IL1B NFkB pot cell count 2 µM 150.

As a short view, part of the list above:
For N=c1n(CCN2CCCCC2)c2ccccc2n1CC(O)c1cccc(Br)c1 (configuration not stated) the results were MRP reversal -21, IL1B NFkB pot -27, PLAP inhibition -98%, IL1B NFkB inh 27, Bcl-B TR3 displacers 7%, MRP reversal cytotoxicity 22, MRP reversal with doxorubicin 43, IL1B NFkB inh cell count 2 µM 118 and IL1B NFkB pot cell count 2 µM 118.
O=C(O)C1CSC(c2ccncc2)N1 (configuration not stated) was read as IL1B NFkB pot 3, PLAP inhibition -2%, IL1B NFkB inh -3, Bcl-B TR3 displacers -2%, IL1B NFkB inh cell count 2 µM 171 and IL1B NFkB pot cell count 2 µM 171.

Some of the compounds tested; count on the stated rates, not on these rows.
